HepG2 tox: kills HepG2 cells in TGF-b inhibitor counter-screen; HepG2 CAGA-GFP viability, ATP luminescence, 18 h; hit rate 0.76% among 410,000; Potency, µM (series often up to 46.1 µM), for inactives: top-dose activity change, negative = cytotoxicity, usual class: cytotoxic; note: potency is the fitted concentration of half-maximal effect; some results filed as inactive show a strong effect at the top dose
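CellTiter-Glo luminescence gave cytotoxicity after 18 hours at 37 degrees C. The cells were HepG2 CAGA-GFP in 1% FBS DMEM, stimulated with 500 pg/mL TGF-beta after compound addition. %Activity was normalised to no-cell wells (complete cell-killing) and DMSO (no toxicity), and curves were fitted and classified.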
TGFb SMAD3 inh: inhibitors of TGF-b signaling. hit rate 1.2% among 410,000. Potency, µM (highest dose often 46.1 µM), for the others: at the highest dose activity, negative = inhibition, hits mostly inhibitors. HepG2 CAGA-GFP TGF-b/SMAD3 reporter, GFP fluorescence, 18 h; TGF-beta stimulated, 500 pg/mL final; note: potency is the fitted concentration of half-maximal effect; % is set by controls: 0 for no effect and ±100 for the full control effect; nearly all actives have a fitted effect of over 65% in size
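Cell-based qHTS in HEPG2 carrying a CAGA-GFP Smad reporter; compounds added before 500 pg/mL final TGF-beta, 18 h incubation at 37 degrees C, GFP fluorescence quantified per cell by imaging cytometry.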
Nrf2 block: inhibitors of Nrf2 signaling | A549 ARE-Fluc reporter, luciferase luminescence, 18-24 h | AID 504444 | Potency, µM (series often up to 46 µM), for the others: at the top dose activity change, negative = inhibition, most hits filed as inhibitors | hit rate 2.1% among 360,000; note: potency is the fitted concentration of half-maximal effect; % is set by controls: 0 for no effect and ±100 for the full control effect; nearly all actives have a fitted effect of over 60% in size
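Quantitative HTS in A549 cells stably bearing an antioxidant response element-firefly luciferase construct. Inhibition of Nrf2-driven transcription was scored by luminescence after 18-24 h of compound exposure at 37 °C.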
A549 tox: counter-screen for Nrf2 inhibitors: cytotoxicity in A549 cells | A549 ARE-Fluc cells, CellTiter-Fluor viability, 18-24 h | Potency, µM (titrated, usually from 46 µM), without a hit: at the top dose activity change, negative = cytotoxicity, most hits filed as inhibitors | hit rate 0.16% among 390,000; note: potency is the fitted concentration of half-maximal effect; % is set by controls: 0 for no effect and ±100 for the full control effect
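Cytotoxicity counterscreen: CellTiter-Fluor fluorescence was measured in A549 ARE_Fluc cells after 18-24 h of compound exposure in a concentration series. The subsequent BugLite luminescent read reports ARE-luciferase activity.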
ATXN2 expr inh: ATXN2 expression inhibition; HEK-293 ATXN2-luciferase reporter, luminescence, 24 h; Potency, µM (top dose mostly 57 µM), for the others: at the top dose activity change, negative = inhibition, usual class: inhibitors; hit rate 0.72% among 360,000; AID 1745845; note: potency is the fitted concentration of half-maximal effect; % is set by controls: 0 for no effect and ±100 for the full control effect; nearly all actives have a fitted effect of over 55% in size
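qHTS (up to 57 uM final) was run with 24 h compound exposure of reporter cells at 37 °C. Each well was multiplexed: SteadyGlo luminescence measured ATXN2-luciferase expression after a fluorogenic Gly-Phe-AFC viability readout (25 uM final).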
EPAC2 agonist: activates human EPAC2 exchange factor; Q8WZA2; EPAC2 activation, biochemical qHTS; response scale: 100% = 6.5 mM cAMP response; Potency, µM (doses to about 154 µM), inactives show at the top dose activation, actives largely listed as activators; hit rate 0.079% among 360,000; AID 720711; note: potency is the fitted concentration of half-maximal effect; nearly all actives have a fitted effect of over 50% in size
Target sequence (Q8WZA2 whole entry, looked up): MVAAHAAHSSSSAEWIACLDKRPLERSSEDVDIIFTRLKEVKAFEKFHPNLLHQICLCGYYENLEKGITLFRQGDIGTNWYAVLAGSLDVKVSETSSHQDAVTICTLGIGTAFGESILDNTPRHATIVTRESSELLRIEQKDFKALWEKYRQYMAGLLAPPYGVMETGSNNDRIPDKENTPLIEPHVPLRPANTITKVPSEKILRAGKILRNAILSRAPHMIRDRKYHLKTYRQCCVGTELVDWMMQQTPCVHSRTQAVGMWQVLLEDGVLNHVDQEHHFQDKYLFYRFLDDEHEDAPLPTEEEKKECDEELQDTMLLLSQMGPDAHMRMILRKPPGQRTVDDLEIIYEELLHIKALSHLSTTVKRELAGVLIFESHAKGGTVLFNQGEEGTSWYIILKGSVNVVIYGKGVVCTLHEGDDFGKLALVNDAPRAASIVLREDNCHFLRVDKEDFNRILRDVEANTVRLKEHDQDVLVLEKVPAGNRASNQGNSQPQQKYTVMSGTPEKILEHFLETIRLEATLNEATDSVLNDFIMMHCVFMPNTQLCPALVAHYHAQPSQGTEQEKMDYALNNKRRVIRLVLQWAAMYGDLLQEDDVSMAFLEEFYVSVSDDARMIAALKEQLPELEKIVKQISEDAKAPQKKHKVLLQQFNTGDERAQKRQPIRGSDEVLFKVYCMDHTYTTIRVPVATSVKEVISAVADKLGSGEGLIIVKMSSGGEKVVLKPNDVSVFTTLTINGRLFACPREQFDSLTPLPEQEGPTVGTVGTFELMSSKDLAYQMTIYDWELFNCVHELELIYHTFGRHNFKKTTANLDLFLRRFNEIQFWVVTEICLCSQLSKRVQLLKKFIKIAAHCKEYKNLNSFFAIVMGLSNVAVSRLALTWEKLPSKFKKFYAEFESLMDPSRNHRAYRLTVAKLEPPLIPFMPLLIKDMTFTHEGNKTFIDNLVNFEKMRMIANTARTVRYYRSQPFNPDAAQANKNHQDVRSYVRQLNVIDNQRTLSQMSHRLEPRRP
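Fluorescence exchange assay: 100 nM EPAC2 with 250 nM RAP1B-BODIPY-GDP and 50 uM GDP; compounds tested as a concentration-titration series (qHTS). Loss of Rap1-bound BODIPY-GDP fluorescence read at 480/540 nm; data normalized to 6.5 mM cAMP.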
Nrf2 activator: activates Nrf2 signaling | AREc32 ARE-luciferase reporter (MCF7-derived line), luminescence, 24 h | Potency, µM (top dose mostly 46.1 µM), for inactives: top-dose activation, usual class: activators | hit rate 0.31% among 410,000; note: potency is the fitted concentration of half-maximal effect; % of control where 0% means no effect; nearly all actives have a fitted effect of over 65% in size
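ARE activation measured as luciferase luminescence (Steady-Glo, 30 min RT) in AREc32_Fluc cells after 24 hr compound exposure at 37 deg C, 5% CO2; cells seeded overnight at 1000/well in OPTI-MEM, 5% FBS.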
ATXN viability: reduces viability in counter-screen for ATXN expression inhibitors | S2 cells (HEK-293 line with an ATXN2-luciferase reporter) viability, CellTiter-Fluor protease fluorescence, 24 h | Potency, µM (doses to about 56.7 µM), hits mostly cytotoxic | hit rate 0.49% among 400,000 | AID 651635; note: potency is the fitted concentration of half-maximal effect; nearly all actives have a fitted effect of over 40% in size
IL-2 act: IL-2 activation. IL-2 activation reporter assay, cell-based qHTS; stimulated with anti-CD3/CD4/CD28 beads; in transgenic mouse T cells. activation, % (series mostly up to about 46 µM). hit rate 0.065% among 360,000; in the data active = activation above about 50%; inconclusive = mostly about 30% to 49%; note: 0% is about no effect
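Readout: EGFP and DsRed signals by fluorescent plate cytometry. Unstimulated transgenic mouse T cells received compound 60 min before antibody-bead stimulation, then incubated 18 h at 37 degrees C.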
Starred values were filed as active, the others as inactive; i = inactive; ? = inconclusive; / = not tested or not shown; [ ] = remark or other dose. Unless noted, calls come from the whole dose curve; as a rule, active = well fitted curve in the direction sought with a large enough effect; inconclusive = small, poorly fitted or top-dose-only effect, or another doubt; inactive = no such curve, though single readings can be large; an effect the other way counts as inactive or inconclusive.

canonical_smiles	A549 tox	Nrf2 activator	Nrf2 block	HepG2 tox	EPAC2 agonist	ATXN viability	IL-2 act	ATXN2 expr inh	TGFb SMAD3 inh
CCC(Cc1ccccc1)NC(=O)C1CCCCC1 (stereo not given)	9.9%	-0.4%	0.4%	-32.0%	9.3%	?	-0.1	-20.4%	-7.5%
COC(=O)c1c(C)nc2nonc2c1N	0.6%	-0.4%	-5.5%	-7.0%	-0.6%	/	-1.2	/	-18.6%
COc1ccc(NC(=O)CN(C)C(=O)CCCN2C(=O)c3cccc4cccc(c34)C2=O)cc1	16.2%	4.2%	-4.0%	-35.1%	9.2%	i	-1.3	-13.7%	0.0%
CCOC(=O)N1CCN(C(=O)c2cnc3n(c2=O)CCS3)CC1	-8.4%	-0.3%	11.4%	-23.4%	-2.9%	i	-0.6	4.9%	0.7%
COc1ccc(C(=O)N2CCN=C2SCc2cccnc2)c(OC)c1	-0.1%	-0.4%	-21.6%	-26.2%	?	i	-3.1	-7.7%	-20.0%
CCOc1ccc(C(=O)Nc2ccc3c(c2)OCCO3)cc1OC	-8.8%	0.2%	-12.0%	-13.0%	-6.1%	i	1.9	0.0%	10.2%
Cc1ccc2c(CN3CCN(Cc4ccccc4)CC3)cc(=O)oc2c1	-0.4%	-0.4%	-15.3%	-21.3%	7.2%	i	0.2	-0.1%	-11.8%
C/C=C/c1ccc(OCC(=O)OCc2csc(CC(=O)Nc3ccccc3C)n2)c(OC)c1	6.8%	-1.2%	-3.3%	-4.3%	-4.0%	?	-2.4	-5.3%	-22.5%
CC(C)(C)OC(=O)N1CCOCCOCCN(C(=O)OC(C)(C)C)CCOCCOCC1	-6.4%	-0.1%	3.6%	-7.6%	-8.5%	i	-0.1	-7.1%	12.8%
Nc1nc(N2CCOCC2)nc2ccccc12	-12.6%	1.5%	-3.1%	-13.5%	12.6%	i	-0.6	6.5%	3.3%
CCOc1ccccc1NC(=O)c1c(C)cc(C)nc1SCC(=O)c1cccc(OC)c1	-10.5%	4.0%	?	-56.6%	/	?	/	-16.7%	-20.9%
COc1ccccc1NC(=O)Cn1cc(C#N)c2ccccc21	-3.8%	-0.5%	0.4%	-0.9%	-0.8%	i	-2.3	8.6%	6.4%
C#CCOCCOCCOCCNc1nc(N2CCN(C(=O)[C@H]([C@@H](C)CC)n3cc(CCCCN)nn3)CC2)nc(N2CCN(C(=O)[C@H](CCCCN)n3cc(CC(C)O)nn3)CC2)n1 (stereo not given in full)	-3.4%	0.5%	21.5%	3.7%	0.0%	i	-0.1	13.7%	-1.8%
COc1ccc(Cc2nn[nH]n2)cc1	-1.6%	-0.1%	9.3%	4.5%	2.9%	i	0.8	1.4%	-4.4%
Cc1[nH]c2ccc(C(=O)O)cc2c1C	-6.3%	-0.6%	6.1%	-0.2%	3.7%	i	-0.1	5.7%	-1.3%
O=C(CSc1nc2ccccc2c(=O)n1-c1ccccc1)c1c[nH]c2ccccc12	-9.8%	0.7%	-1.5%	-0.7%	16.1%	i	-1.1	-11.0%[11.3 µM]	-24.7%
CCNC(=O)c1ccc(C2SCC(=O)N2Cc2ccco2)cc1 (stereo not given)	17.0%	-0.6%	17.3%	6.4%	-2.1%	i	-2.3	3.1%	-18.4%
O=C(CN1C(=O)C(c2ccccc2)Oc2cccnc21)NCc1ccccc1F (stereo not given)	1.2%	-0.6%	13.2%	-4.3%	6.5%	i	-3.8	15.5%	-19.0%
Cc1cccc(N2CCN(S(=O)(=O)c3ccc4c(c3)NC(=O)CO4)CC2)c1C	-0.2%	0.0%	-8.1%	-4.4%	6.9%	i	-4.0	0.6%	?
CC1(C)CC(NCCC(c2ccccc2)c2ccco2)CCO1 (stereo not given)	0.1%	-0.6%	-4.6%	1.3%	-4.6%	i	-2.1	-5.2%	4.4%
COC(=O)c1c(-c2cccs2)csc1NC(=O)c1ccc(C(C)(C)C)cc1	9.9%	5.6%	1.9%	-1.8%	/	/	/	/	4.1%
Cc1c(NC(=O)c2ccc(CC(C)C)o2)c(=O)n(-c2ccccc2)n1C	-2.7%	0.4%	8.9%	13.8%	6.0%	i	0.6	1.8%	8.6%
COc1ccc(NC(=O)CCC2CCCC2)cc1OC	-4.4%	-0.6%	0.2%	10.4%	1.2%	i	-1.6	27.4%	16.1%
Cc1cccc(N=Nc2c(N)n[nH]c2-c2ccc(Cl)cc2)c1	5.3%	-0.2%	/	-19.5%	-8.3%	?	-1.0	?	?
Cc1nn(-c2ccccc2)c2sc(-c3nnc(SCC(=O)O)o3)cc12	4.0%	0.1%	9.2%	-14.5%	12.7%	i	-0.4	5.1%	-13.0%
O=C(Nc1cccc2nsnc12)c1ccc(-c2cccc(Cl)c2)o1	-11.6%	12.6%	-28.1%	-26.6%	-5.0%	i	0.4	-6.0%	17.6%
O=C(CSc1nc2ccccc2c2c1CCCC2)N1CCOCC1	2.0%	2.5%	?	-33.4%	7.5%	i	0.4	7.1%	2.7%
COC(=O)c1ccc(NC(=O)C2C3CCC(C3)C2C(=O)O)cc1 (stereo not given)	-23.5%	0.0%	/	6.3%	8.8%	i	-0.1	8.5%	34.9%
O=C(N/N=C/c1cccc([N+](=O)[O-])c1)C1COc2ccccc2O1 (stereo not given)	2.4%	11.3%	-0.6%	5.9%	-0.7%	i	-0.5	-15.7%	17.3%
Cc1cc(C)c(N2C(=O)C3C4CC(=O)C(c5ccccc54)C3C2=O)c(C)c1 (stereo not given)	-0.7%	-1.1%	3.2%	6.0%	5.6%	i	-2.0	4.3%	5.5%
C=CCNC(=S)NNC(=O)c1cccnc1	1.6%	-0.5%	6.2%	-38.6%	-2.5%	i	-0.2	25.5%	-24.4%
Cc1cc(C)c2c(=O)c3c(oc2c1)C(=O)N(Cc1ccc(F)cc1)C3c1cccc(O)c1 (stereo not given)	?	0.7%	?	-22.3%	/	?	/	?	?
COc1ccccc1OCC(=O)N1CCCC(Nc2ccc(F)c(F)c2)C1 (stereo not given)	-5.1%	-0.4%	-7.2%	1.3%	-7.4%	?	-3.8	-4.6%	-1.1%
Cc1ccccc1N1CC(O)(c2cccs2)[N+]2=C1CCCC2 (stereo not given)	0.9%	-0.3%	6.7%	2.4%	5.7%	i	-1.5	8.5%	10.6%
O=C(Nc1c(F)cc(F)cc1Br)c1cc(S(=O)(=O)N2CCN(c3ccccn3)CC2)ccc1F	22.1%	9.4%	?	-17.1%	14.0%	i	0.1	/	?
Cc1ccc(CCNC(=O)c2c(C)oc3ncn(CC(C)C)c(=O)c23)cc1	4.5%	0.1%	-21.1%	-0.2%	/	i	/	-5.3%	0.6%

Entries listed so far with a Cl atom (2):
canonical_smiles	A549 tox	Nrf2 activator	Nrf2 block	HepG2 tox	EPAC2 agonist	ATXN viability	IL-2 act	ATXN2 expr inh	TGFb SMAD3 inh
Cc1cccc(N=Nc2c(N)n[nH]c2-c2ccc(Cl)cc2)c1	5.3%	-0.2%	/	-19.5%	-8.3%	?	-1.0	?	?
O=C(Nc1cccc2nsnc12)c1ccc(-c2cccc(Cl)c2)o1	-11.6%	12.6%	-28.1%	-26.6%	-5.0%	i	0.4	-6.0%	17.6%

Additional compounds follow.
canonical_smiles	A549 tox	Nrf2 activator	Nrf2 block	HepG2 tox	EPAC2 agonist	ATXN viability	IL-2 act	ATXN2 expr inh	TGFb SMAD3 inh
CCCCNC(=O)COC(=O)CNC(=O)c1cc(Cl)cc([N+](=O)[O-])c1	0.6%	-0.6%	1.5%	2.3%	11.3%	i	-0.3	-32.8%	17.3%
O=C(NCc1ccco1)c1ccccc1NS(=O)(=O)c1ccc2c(c1)OCCO2	9.3%	-0.7%	/	11.9%	11.1%	i	1.5	6.1%	15.3%
CCc1nc2ccc(C(=O)NCCNC(C)=O)cn2c1N(C)CCCc1ccccc1	/	0.8%	/	-11.5%	0.3%	i	-0.4	-1.5%	-0.8%
CNc1cnc(-c2cc(OC)c(OC)c(OC)c2)cn1	/	7.8%	/	-3.7%	2.9%	i	-0.6	7.0%	0.8%
C/C(=C\C(=O)c1ccccc1)Nc1ccc(O)cc1	9.9%	-0.6%	?	-25.4%	3.0%	i	-0.6	39.2%[activator]	-23.4%
CC1CC(C)CN(S(=O)(=O)c2cccc(C(=O)N3CCN(c4ccc(F)cc4)CC3)c2)C1 (stereo not given)	-0.3%	-0.3%	-19.7%	-2.0%	2.7%	i	-0.1	-32.3%	?
O=C1Nc2cc(C(=O)NCCCN3CCCC3)ccc2S/C1=C\c1ccccc1	1.9%	-3.9%	-21.4%	15.8µM*	12.3%	?	0.9	/	?
COc1ccc2nc3n(c(=O)c2c1)-c1ccc(Cl)cc1C(=O)NC3Cc1ccc(O)cc1 (stereo not given)	-5.0%	-0.3%	2.7%	-23.4%	3.3%	i	-0.2	5.4%	7.8%
CN(C)CCNc1nc2c(c(=O)[nH]c(=O)n2C)n1CCOc1ccccc1	4.6%	2.3%	3.0%	-5.2%	13.3%	i	-3.2	-18.5%	-6.9%
CCS(=O)(=O)Nc1ccc2c(c1)OCO2	-1.7%	2.9%	5.6%	-1.9%	10.8%	i	-0.5	-6.5%	4.1%
N/C(=N\OC(=O)c1ccccc1)c1ccccn1	-1.4%	17.4%	?	-48.7%	-1.1%	i	0.6	?	3.2%
Cc1ccc(OCc2cc(C(=O)N3CCN(CC(=O)NC(C)C)CC3)no2)cn1	3.6%	-0.9%	13.8%	-2.5%	-4.0%	i	0.3	8.9%	1.2%
O=C(OCc1nc2ccccc2[n+]([O-])c1C(=O)c1ccccc1)c1cccnc1	0.9%	2.1%	28.0%	1.0%	2.1%	?	-1.2	-10.4%	58.3%[activator]

Screening results: PubChem BioAssay, National Center for Advancing Translational Sciences (NCATS)
